High-throughput results: PubChem, Icahn School of Medicine at Mount Sinai
RBX1-CUL1 inh: inhibitors of human ROC1-CUL1 ubiquitin ligase activity. in vitro K48 di-Ub FRET, acceptor:donor ratio, 45 min. inhibition, % at 10 µM. hit rate 0.6% among 140,000; in the data active = inhibition above about 25%
Target sequence (P62877 whole entry, looked up): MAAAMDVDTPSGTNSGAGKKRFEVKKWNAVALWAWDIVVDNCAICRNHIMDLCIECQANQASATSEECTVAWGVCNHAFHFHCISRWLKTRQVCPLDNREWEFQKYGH
Target sequence (Q13616 whole entry, looked up): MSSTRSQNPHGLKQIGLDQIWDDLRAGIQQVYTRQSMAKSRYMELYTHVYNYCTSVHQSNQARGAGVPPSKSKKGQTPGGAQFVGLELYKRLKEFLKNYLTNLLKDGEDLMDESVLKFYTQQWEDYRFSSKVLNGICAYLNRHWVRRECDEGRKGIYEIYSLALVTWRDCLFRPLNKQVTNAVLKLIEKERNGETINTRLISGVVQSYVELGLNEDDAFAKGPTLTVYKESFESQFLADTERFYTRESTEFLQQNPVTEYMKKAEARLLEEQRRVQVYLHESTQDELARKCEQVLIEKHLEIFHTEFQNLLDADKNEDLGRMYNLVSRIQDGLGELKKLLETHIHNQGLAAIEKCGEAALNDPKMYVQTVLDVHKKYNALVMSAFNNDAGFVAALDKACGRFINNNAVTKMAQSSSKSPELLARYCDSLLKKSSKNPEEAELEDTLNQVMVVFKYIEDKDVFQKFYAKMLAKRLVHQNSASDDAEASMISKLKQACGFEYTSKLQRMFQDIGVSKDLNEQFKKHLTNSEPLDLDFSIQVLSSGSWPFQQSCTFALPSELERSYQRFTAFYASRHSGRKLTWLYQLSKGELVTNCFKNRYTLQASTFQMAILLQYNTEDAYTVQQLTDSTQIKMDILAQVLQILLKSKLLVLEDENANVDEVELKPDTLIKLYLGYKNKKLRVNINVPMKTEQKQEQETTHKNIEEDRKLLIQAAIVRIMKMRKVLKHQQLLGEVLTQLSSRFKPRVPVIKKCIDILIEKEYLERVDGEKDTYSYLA
* = called active by the depositor; & = joins results of further samples. Some of the compounds tested; the hit share may differ from the screen's.

cpd | RBX1-CUL1 inh | SMILES
1 | 7 | OC(COc1ccc2c(c1)OCO2)CN1CCN(c2ccccn2)CC1 (configuration not stated)
2 | -3 | C/C(=C(/C#N)C(N)=O)c1cccs1
3 | 2 | CCOc1ccc2nc(NC(=O)c3nc(SCc4ccccc4C)ncc3Cl)sc2c1
4 | 5 | Cc1ccc(Cl)cc1NC(=O)c1cc(CN2CCCC2)on1
5 | 8 | COC(=O)C(NC(=O)c1ccccc1)(Nc1ccccn1)C(F)(F)F (configuration not stated)
6 | -3 | CSCCC(NS(=O)(=O)c1ccc2c(c1)oc(=O)n2C)C(=O)NCCc1ccc(C)cc1 (configuration not stated)
7 | -4 | Cn1cnc([N+](=O)[O-])c1Sc1cc(Cl)cc(Cl)c1
8 | 1 | O=C(c1cnn2c(C(F)(F)F)cc(-c3ccc4c(c3)OCO4)nc12)N1CCCCCC1
9 | -18 | CCOc1cc(-c2ccc(O)cc2)cc(=O)c2c(C)oc(C)c12
10 | 2 | OCCC1CN(Cc2nc3ccccc3[nH]2)CCN1Cc1ccsc1 (configuration not stated)
11 | -4 | O=C(Cn1nc(C(F)F)cc1C(F)F)NN1CCOCC1
12 | 1 | CCCCCCC(=O)NN1CCN(C)CC1
13 | -1 | CN1CCCN(C2CCN(CCc3ccccc3)CC2)CC1
14 | -8 | O=C(CCC1CCCN(C(=O)c2cc(=O)c3ccccc3o2)C1)N1CCOCC1 (configuration not stated)
15 | 5 | CC(=O)Oc1ccc(C2CC(=O)Nc3cc4c(cc32)OCO4)cc1 (configuration not stated)
16 | -1 | CC(=O)c1ccc(NC(=O)c2nc(-c3ccccc3)n(-c3ccc(Cl)cc3)n2)cc1
17 | -4 | Cn1c(C2(O)c3cccc(Cl)c3C(O)(c3cc4ccccc4n3C)c3cccc(Cl)c32)cc2ccccc21 (configuration not stated)
18 | -9 | COc1ccc(C(=O)OCc2cc(=O)n3nc(C4CC4)sc3n2)cc1OC
19 | 0 | O=C(Nc1cccc(C(F)(F)F)c1)C1CCN(S(=O)(=O)c2cccc3nsnc23)CC1
20 | 4 | Cc1nc(N2CCC(C(=O)NCC3CCS(=O)(=O)C3)CC2)nc2ccc(C(C)C)cc12 (configuration not stated)

Continued; the last five above are carried over.
cpd | RBX1-CUL1 inh | SMILES
16 | -1 | CC(=O)c1ccc(NC(=O)c2nc(-c3ccccc3)n(-c3ccc(Cl)cc3)n2)cc1
17 | -4 | Cn1c(C2(O)c3cccc(Cl)c3C(O)(c3cc4ccccc4n3C)c3cccc(Cl)c32)cc2ccccc21 (configuration not stated)
18 | -9 | COc1ccc(C(=O)OCc2cc(=O)n3nc(C4CC4)sc3n2)cc1OC
19 | 0 | O=C(Nc1cccc(C(F)(F)F)c1)C1CCN(S(=O)(=O)c2cccc3nsnc23)CC1
20 | 4 | Cc1nc(N2CCC(C(=O)NCC3CCS(=O)(=O)C3)CC2)nc2ccc(C(C)C)cc12 (configuration not stated)
21 | 2&-4 | Nc1c(C(=O)Nc2ccccc2F)sc2nc3c(cc12)CCCCCC3
22 | -10 | Cc1nc(N2CCC(C(=O)NCCC(C)C)CC2)nc2ccccc12
23 | 12 | CCC(Nc1nccc(-c2cnn(C)c2)n1)c1ccnn1C (configuration not stated)
24 | 2 | CCCCSc1ccc(NC(=O)c2cccnc2)cc1
25 | 2 | COc1ccc(S(=O)(=O)c2cn(Cc3ccccc3)c3cc(F)c(F)cc3c2=O)cc1
26 | 6 | CCc1ccc(-n2nnnc2/C=C/N(C)C)cc1
27 | 9 | CC(C)c1cc(N2CCN(Cc3ccccc3)CC2)n2c(nc3ccccc32)c1C#N
28 | -6 | COc1ccc(CCNC(=O)CSc2nc(-c3ccc(F)cc3)cc(C(F)(F)F)n2)cc1OC
29 | -3 | CCOC(=O)N1CCN(C2CCCN(Cc3ccc4cccc(OC)c4n3)C2)CC1 (configuration not stated)
30 | -1 | CCc1ccc(CN(Cc2cn[nH]c2-c2ccc(OC)cc2)C(=O)Nc2ccc(Br)cc2)cc1
31 | -7 | O=C(CCC1N=C2c3ccccc3N=C(SCc3ccc(Cl)cc3)N2C1=O)N1CCN(c2ccccc2)CC1 (configuration not stated)
32 | -2 | CC1(C)Cc2ccccc2C2=CC(=C(C#N)C#N)C(=O)N21
33 | 5 | COc1ccc(NC(=O)c2ccco2)cc1NC(=O)c1ccccc1F
34 | 9 | COC(=O)c1ccc(NC(=O)C23CCC(C)(c4nc5ccccc5nc42)C3(C)C)cc1 (configuration not stated)
35 | -2 | CCN(CC)CCNC(=O)Cn1cnc2sc(C)c(S(=O)(=O)N3CCC(C)CC3)c2c1=O
36 | 8 | CC(C)(OC(=O)NC(=O)C(F)(F)F)C(C)(C)OC(=O)NC(=O)C(F)(F)F
37 | 0 | CCn1cc(C(=O)NCc2ccc(Cl)cc2)c(=O)c2cc(S(=O)(=O)N(C)C3CCCCC3)ccc21
38 | 0 | CN(C)Cc1ccccc1Sc1ccc(Br)s1
39 | -6 | CNC(=O)c1c(NC(=O)c2cc(=O)c3cc(C)c(C)cc3o2)sc2c1CCCC2
40 | 2 | Cc1[nH]n(-c2ccccc2)c(=O)c1/C=N\NC(=O)C1COc2cc3ccccc3cc2O1 (configuration not stated)
41 | -12 | Cc1ccc(C(=O)/C=C/N2CCN(c3cccc(C(F)(F)F)c3)CC2)cc1
42 | 3 | CC(=O)c1c(C)n(S(=O)(=O)c2ccc(Cl)cc2)c2ccc(NS(=O)(=O)c3ccc(Cl)cc3)cc12
43 | 4 | COc1cc(C(=O)Nc2ccc(C)c(Cl)c2)cc(OC)c1OC
44 | 3 | CCOc1c(Br)cc(Br)cc1/C=N/NC(=O)CN1CCOCC1
45 | 9 | O=S(=O)(NCC1CC2CCC1C2)c1ccc2c(c1)OCCO2 (configuration not stated)
46 | 9 | COc1cccc(C(=O)Nc2ccc(S(=O)(=O)NCCc3ccccc3)cc2)c1
47 | 6 | Cc1ccc(N2C(=O)CC(C(C)c3ccccc3)C2=O)c(Br)c1 (configuration not stated)
48 | 3 | CCOC(=O)c1cccc(NC(=O)CN2C(=O)c3ccccc3Sc3ncccc32)c1
49 | -3 | O=C(O)c1cc(=O)sc2[nH]c3ccccc3c12
50 | 3 | CC1=C(C(=O)Nc2c(C)cc(C)cc2C)C2(CCN(C(C)C)CC2)OC1=O

Excerpt: nos. 3–8
cpd | RBX1-CUL1 inh | SMILES
3 | 2 | CCOc1ccc2nc(NC(=O)c3nc(SCc4ccccc4C)ncc3Cl)sc2c1
4 | 5 | Cc1ccc(Cl)cc1NC(=O)c1cc(CN2CCCC2)on1
5 | 8 | COC(=O)C(NC(=O)c1ccccc1)(Nc1ccccn1)C(F)(F)F (configuration not stated)
6 | -3 | CSCCC(NS(=O)(=O)c1ccc2c(c1)oc(=O)n2C)C(=O)NCCc1ccc(C)cc1 (configuration not stated)
7 | -4 | Cn1cnc([N+](=O)[O-])c1Sc1cc(Cl)cc(Cl)c1
8 | 1 | O=C(c1cnn2c(C(F)(F)F)cc(-c3ccc4c(c3)OCO4)nc12)N1CCCCCC1

Later entries
cpd | RBX1-CUL1 inh | SMILES
51 | 12 | O=C(CCc1ccccc1)Nc1nnc(C2CCCCC2)s1
52 | -9 | CCNC(=O)Cc1ccc(Br)cc1
53 | 5 | Cc1ccc(S(=O)(=O)Nc2ccccc2C#N)cc1
54 | -3 | O=C(NCc1ccccc1)C(=O)NCC(c1ccc2c(c1)OCO2)N1CCOCC1 (configuration not stated)
55 | -17 | CCC(=O)N1c2ccccc2CC1C(=O)NCCN1CCN(c2cccc(Cl)c2)CC1 (configuration not stated)
56 | 5 | CC(C)(C)c1[nH]nc2c1C(c1ccco1)C(C#N)C(=N)O2 (configuration not stated)
57 | -2 | COc1ccc(-c2nc3c(C#N)c[nH]n3c2NC2CCCC2)c(OC)c1
58 | 5 | N#Cc1c(N)c(C#N)c2c(c1-c1cccs1)CCc1ccccc1-2
59 | -3 | COc1cc(S(=O)(=O)N(C)C)c(OC)cc1Br
60 | 2 | COc1ccc(OC)c(C2c3c(n[nH]c3-c3ccccc3)OC(=N)C2C#N)c1 (configuration not stated)
61 | 7 | Cc1ccc(Oc2coc3cc(OCC(=O)Nc4ccccc4)ccc3c2=O)cc1
62 | 1 | Cc1ccnc2c(NCN3C(=O)C4CC=C(Cl)CC4C3=O)cccc12 (configuration not stated)
63 | 5 | COc1ccc(NC(=O)Cn2cc(C(=O)c3ccncc3)c(=O)c3cc(C)ccc32)cc1Cl
64 | -4 | Cc1ccc(CNC(=O)Cn2c(=O)n(-c3ccc(Cl)cc3)c(=O)c3c(C)c(C)sc32)cc1
65 | 7 | CC(c1ccc2c(c1)OCCO2)N(C)C(=O)Cn1nnnc1CN1CCOCC1 (configuration not stated)
66 | -4 | COc1ccccc1NC(=O)CSc1oc(-c2cccs2)nc1S(=O)(=O)c1ccc(C)cc1
67 | -5 | O=C(Nc1cccc2cccnc12)c1ccccc1I
68 | 17 | COC(=O)c1ccc(NC(=O)c2ccc(CN3CCCC3)cc2)cc1
69 | 1 | COc1ccc(CC(=O)NC2CCCN(C3CCN(C)CC3)C2)cc1 (configuration not stated)
70 | -5 | Cc1noc(NS(=O)(=O)c2ccc(NC(=O)CSc3nnc(N)s3)cc2)c1C
71 | -3 | Cc1[nH]c2ccccc2c1-c1csc(-c2cccnc2)n1
72 | 4 | CCc1cccc(C)c1NS(=O)(=O)c1c(C(=O)N2CCC(C)CC2)c(C)n(C)c1C
73 | 3 | CCCC(=O)NC(Nc1cccc(Cl)c1Cl)C(Cl)(Cl)Cl (configuration not stated)
74 | 9 | COc1ccc(S(=O)(=O)c2nnn(-c3cccc(Cl)c3)c2N)cc1
75 | 6 | CC(=O)c1cccc(NC(=O)C2C3C=CCCCCC32)c1 (configuration not stated)
76 | -1 | CN1CCCCC1CCNC(=O)c1ccc(N2CCCOCC2)nc1 (configuration not stated)
77 | -1 | O=C(NCc1cccnc1)C1CCN(C2CCN(C(=O)Cc3ccccn3)CC2)CC1
78 | 5 | CC(=O)N1CCC2(CC1)OC(=O)C(C)=C2C(=O)Nc1cccc(Cl)c1C
79 | -5 | CCOC(=O)c1cnn(-c2ccccc2)c1NC(=O)COc1ccccc1C
80 | -7 | Clc1ccc(CNCc2cccs2)cc1
81 | 4 | O=C(/C=C/c1cccs1)c1cc(Br)ccc1OC(=O)N1CCOCC1
82 | 8 | CS(=O)(=O)N1CCNC2C1NC(=O)N2c1ccccc1 (configuration not stated)
83 | -8 | O=S(=O)(Nc1cc(Cl)ccc1Cl)c1cccs1
84 | 5 | CCc1ccc(NCc2cc3ccc(OC)cc3n(CC(=O)Nc3ccc(F)cc3F)c2=O)cc1
85 | -3 | Cc1ccc(-c2nnc(Nc3ccccc3)c3ccccc23)cc1S(=O)(=O)N1CCN(C)CC1
86 | 5 | CC1=C(C#N)C(=O)N(C)C(=O)C1N=Nc1ccc(S(=O)(=O)O)cc1 (configuration not stated)
87 | 104* | O=C1C(=O)c2c(C(=O)c3ccccc3)coc2C=C1Br
88 | -6 | Cc1ccc(S(=O)(=O)N2CCc3cc(C(=O)Nc4ccc(Cl)cc4C)ccc32)cc1
89 | 6 | C/C(=N/N1CCN(C(c2ccccc2)c2ccccc2)CC1)c1ccc(Cl)cc1
90 | -3 | CN1C(=O)CC(C(C)(C)C)=NC1=O
91 | -12 | COC(=O)c1cccc(CN2C(=O)SC(Nc3ccc(Cl)cc3)C2=O)c1 (configuration not stated)
92 | -1 | CC1CCN(C(=O)CSc2n[nH]c(-c3ccc(F)cc3)n2)CC1
93 | -4 | Cc1cc2n(n1)CCC(=O)N2Cc1ccc(C(=O)Nc2cc(Cl)ccc2C)cc1
94 | 5 | COc1cc(C(c2c(C)[nH]c3ccccc23)c2c(C)[nH]c3ccccc23)cc(OC)c1O
95 | -1 | CC1(C(=O)NC2CCCCC2)Cc2ccccc2C(=O)N1Cc1ccccc1Cl (configuration not stated)
96 | -4 | CC1C(=O)N(CCN(C)C)C2=Nc3ccccc3SC21 (configuration not stated)
97 | -12 | CCOc1ccccc1/C=C1/SC(=O)N(CNc2cccc(C(F)(F)F)c2)C1=O
98 | -10 | COCC(=O)Nc1cc(C(=O)N2CCN(Cc3ncccc3C)CC2)c2c(c1)nc(C1CCC1)n2C
99 | -4 | CCCN1CCC(NC(=O)c2cc(OC)c(OC)c(OC)c2)CC1
100 | -1 | Cc1cc(NC(=O)CSc2nnc(C(C)Oc3ccccc3)n2C)ccc1Br (configuration not stated)

Further compounds:
cpd | RBX1-CUL1 inh | SMILES
101 | 2 | CC(=O)/C(N)=N/Nc1ccccc1
102 | -12 | O=C(NNCc1ccccc1Cl)c1cc2ccccc2[nH]1
103 | -14 | O=C(CCc1ccccc1)Nc1cc2c(cc1Cl)OCCO2
104 | 1 | COc1cc2ccccc2cc1C(=O)Nc1cc(Cl)ccc1C
105 | -2 | CN(CCCNC(=O)CSc1ccccc1)CCCNC(=O)CSc1ccccc1
106 | 2 | Cc1ccc2c(C(=O)N(C)C(C)c3ccncc3)cc(-c3cnn(C)c3)nc2c1C (configuration not stated)
107 | -1 | Cc1ccc2oc(C(=O)NCCc3ccc(S(N)(=O)=O)cc3)c(C)c2c1
108 | 9 | CCNC(=O)c1cccc(NS(=O)(=O)c2ccccc2)c1C
109 | 8 | COc1ccc(CCN2C(=O)O[C@@H]3CN(Cc4nccn4C)C[C@@H]32)cc1
110 | -10 | COc1cc(C(CC(=O)NCc2ccccc2)N2Cc3ccccc3C2=O)cc(OC)c1OC (configuration not stated)
111 | -12 | CCOC(=O)c1ccc(NC(=O)CSc2nnc(CNC(=O)c3ccc(OC)cc3)n2CC)cc1
112 | -3 | CCOC(=O)CC(NS(=O)(=O)c1ccc2[nH]c3c(c2c1)CCCC3)c1ccccc1Cl (configuration not stated)
113 | 5 | O=C1c2cccc3cccc(c23)N1CN1CCN(c2ccc(F)cc2)CC1
114 | 7 | O=C(Nc1ccc(OC(F)(F)F)cc1)c1cn2cc(Cl)cc(Cl)c2n1
115 | 3 | O=C(/C=C/c1ccc(F)cc1)Nc1ccc(S(=O)(=O)Nc2nccs2)cc1
116 | -9 | Cc1ncc(CN2CCC(C3CCN(CCc4ccccc4)CC3)C2)cn1 (configuration not stated)
117 | -10&0 | CCOc1ccc(NC(=O)c2c(NC(=O)c3ccccc3Br)sc3c2CCC(C)C3)cc1 (configuration not stated)
118 | 9 | O=C(N/N=C/c1ccc(Cl)cc1Cl)c1ccncc1
119 | 4 | COc1cc(NC(=O)Cn2nc(C(F)(F)F)c3c2CCCC3)c(OC)cc1Cl
120 | -2 | Cc1c(C(=O)O)sc2ccc([N+](=O)[O-])cc12
121 | 7 | CC(C)CSc1nnc(-c2ccccc2)c(-c2ccccc2)n1
